Screening results: PubChem BioAssay, National Center for Advancing Translational Sciences (NCATS)
12-LOX inh = inhibitors of human 12S-lipoxygenase ALOX12; AID 1671190; Potency, µM (doses to about 108 µM), inactives show top-dose activity change, negative = inhibition, most hits filed as inhibitors; actives 1.1% (n = 580,000); purified 12hLO, xylenol orange hydroperoxide absorbance; P18054; active = well fitted inhibition curve with a large enough effect; inconclusive = small, poorly fitted or top-dose-only effect, or another doubt; inactive = no such curve, though single readings can be large or run the other way
Target sequence (P18054 whole entry, looked up): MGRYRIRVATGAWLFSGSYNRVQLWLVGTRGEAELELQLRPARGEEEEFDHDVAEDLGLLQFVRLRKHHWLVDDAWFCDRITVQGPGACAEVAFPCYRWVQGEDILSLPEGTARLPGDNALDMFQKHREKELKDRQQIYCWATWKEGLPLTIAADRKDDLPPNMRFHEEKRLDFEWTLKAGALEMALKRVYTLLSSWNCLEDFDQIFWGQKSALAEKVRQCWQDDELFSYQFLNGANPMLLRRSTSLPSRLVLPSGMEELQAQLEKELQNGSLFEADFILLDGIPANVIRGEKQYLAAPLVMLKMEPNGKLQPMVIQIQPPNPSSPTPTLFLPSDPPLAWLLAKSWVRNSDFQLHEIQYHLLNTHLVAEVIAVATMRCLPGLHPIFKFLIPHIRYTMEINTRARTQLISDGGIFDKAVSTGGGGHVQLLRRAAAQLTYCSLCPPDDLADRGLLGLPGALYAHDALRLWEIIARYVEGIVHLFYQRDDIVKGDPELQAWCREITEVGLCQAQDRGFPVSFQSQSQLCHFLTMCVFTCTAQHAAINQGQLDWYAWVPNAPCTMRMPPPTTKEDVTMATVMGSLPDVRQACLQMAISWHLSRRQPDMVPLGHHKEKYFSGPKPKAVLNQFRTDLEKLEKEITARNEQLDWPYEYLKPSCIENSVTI
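Hydroperoxide product was detected by ferrous iron/xylenol orange as the 573 to 405 nm absorbance ratio. Arachidonic acid at 40 uM (final) was turned over for 30 min at room temperature by 150 nM human 12hLO, pH 7.0 Hepes buffer, after 15 min compound preincubation.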
* marks the source's active call; other numbers are inactive results; ? = inconclusive; [ ] = dose if it differs, or a comment. % is set by controls: 0 for no effect and ±100 for the full control effect; potency is the fitted concentration of half-maximal effect. This is a subset; count on the stated rates, not on these rows.

SMILES	12-LOX inh
O=C(O)c1ccc(C2CCCN(C(=O)CN3CCc4ccccc4C3)C2)cc1 (stereo not drawn)	-1%
Cc1ccc(C(=O)C(Cl)c2ccc(C)cc2)cc1 (stereo not drawn)	?
CC(=O)c1ccc(OCC(O)CN2CCCC(C(F)(F)F)C2)cc1 (stereo not drawn)	-2%
CCOC(=O)C(=Cc1ccncc1)C(=O)OCC	0%
Cn1c(CNC(=O)C[C@H]2NC(=O)c3ccccc3NC2=O)nc2ccccc21	43%
COc1ccc(C(=O)N2CCN(c3nnc4ccccn34)CC2)cc1OC	50%[activator]
Cc1ccc(S(=O)(=O)Nc2ccccc2O)cc1	-22%
CCC(C)(C)NC(=O)c1ccc2nc(C)c(C)nc2c1	19%
C=CCNc1ncnc2c1CCN(C(=O)Cc1c[nH]c(=O)[nH]c1=O)CC2	14%
COc1ccccc1OCCNC(=O)CCC[C@H]1NC[C@@H]2C[C@H]1CN(Cc1ccccc1)C2	14%
CNc1cc(C2CC(NC(=O)c3ccc4c(c3)OCC(=O)N4)C2)ncn1 (stereo not drawn)	20%
Cc1cc(C(=O)N2CC(F)(F)C[C@H]2c2nc(C3CC3)no2)on1	12%

Taken from above.
`CNc1cc(C2CC(NC(=O)c3ccc4c(c3)OCC(=O)N4)C2)ncn1` (stereo not drawn) | 12-LOX inh = 20%
`CC(=O)c1ccc(OCC(O)CN2CCCC(C(F)(F)F)C2)cc1` (stereo not drawn) | 12-LOX inh = -2%
`Cc1cc(C(=O)N2CC(F)(F)C[C@H]2c2nc(C3CC3)no2)on1` | 12-LOX inh = 12%
`Cc1ccc(S(=O)(=O)Nc2ccccc2O)cc1` | 12-LOX inh = -22%
`CCOC(=O)C(=Cc1ccncc1)C(=O)OCC` | 12-LOX inh = 0%
`C=CCNc1ncnc2c1CCN(C(=O)Cc1c[nH]c(=O)[nH]c1=O)CC2` | 12-LOX inh = 14%

Following part:
SMILES	12-LOX inh
Cc1cn2nc(C(=O)Nc3cccc(F)c3C)cc2c(N2CCCC2)n1	?
COc1ccc(C)cc1-c1nccc2c(=O)cc(-c3cnn(C)c3)oc12	?
COC(=O)c1cccc(COC(=O)CCC(=O)c2ccc3c(c2)OCCO3)c1	?
FC(F)(F)c1cnc(-c2cc3c(c(OCC4CCCO4)c2)OCCN(Cc2cccn2-c2nccs2)C3)c(Cl)c1 (stereo not drawn)	11%
O=C(c1ccccn1)N1CC(Oc2ccc(-c3noc(C4CC4)n3)cc2)C1	20%
O=C(c1ccc(Cl)s1)N(Cc1cccnc1)c1nc2c(F)cc(F)cc2s1	?
O=C(c1ccncc1)N1CCC2(CC1)CC(N1CCCC1)CCO2 (stereo not drawn)	115%[activator]
O=[S+]1([O-])NC2(CCCN(Cc3ccccc3C(F)(F)F)C2)CNc2ccccc21 (stereo not drawn)	0%
CN1C(C(=O)N2CCN(c3ccccc3)CC2)=CC(c2ccc(F)cc2)=NS1(=O)=O	-2%
CNC(=O)[C@@H]1C[C@H](Oc2cccnc2)CN1	-2%
Clc1ccccc1-c1nnc2sc(Cn3cccn3)nn12	?
CC(C)CCn1c(NCc2ccco2)nc2c1c(=O)[nH]c(=O)n2C	7%
CCOCCCNC(=O)c1cc2cc(S(=O)(=O)N(C)C)ccc2n1C	27%
Cc1ccc2nc(-c3cccc(Cl)c3)c(Cc3ccccc3C(F)(F)F)n2c1	?
COc1ccc(-c2ccccc2NC(=O)C2CCCN(Cc3ccn[nH]3)C2)cc1 (stereo not drawn)	80%[activator]
O=c1cc(CN2CCN(c3ccccc3F)CC2)c2cc(O)ccc2o1	1%
CN1CCN(CCCNC(=O)c2nc3ccccc3c(=O)[nH]2)CC1	20%
O=C(NCC1CC1)c1cccc(OC2CN(Cc3cccc(F)c3F)C2)c1	?
COCC(=O)N1CCC2(CC1)CN(c1ccccc1)C2=O	16%
CCCCOC(=O)C(C)Oc1ccc2c(=O)c(Oc3ccc(C(C)(C)C)cc3)coc2c1 (stereo not drawn)	-11%
Cc1ccc(C(=O)N2CCOc3ccc(CN4CCN(Cc5ccccn5)CC4)cc3C2)cc1	?
Cc1cc(CN2CCC(CO)(CN3CCCC3)CC2)ccc1F	32%[activator]
COCC(=O)N1CCC(c2nn(-c3ccc(Cl)cc3)c(=O)[nH]2)CC1	-3%
O=C(c1ccc(Cl)cc1)N1CC2(CCN(Cc3cccnc3)CC2)Cc2ccccc21	7%[6.33 µM]
CCOCC(=O)N1CCCN(C(=O)C2CC2)c2ccccc21	4%
COC(=O)c1cccc(NC(=O)N2CCC3(CCC(=O)N(Cc4ccccc4)CC3)CC2)c1	33%[activator]
O=C(Nc1ccc2ncnc(N3CCCC3)c2c1)c1ccc(F)c(F)c1	-1%
COc1ccc(C2Cn3nnc(C(=O)N4CCC(C(=O)NCCc5cccs5)CC4)c3CO2)cc1 (stereo not drawn)	8%
Cc1ccc(-c2nc(CNC(=O)Nc3ccc(Cl)cc3)c(C)o2)cc1	?
CCCCC(=O)NC1(C(F)(F)F)C(=O)N(C2CCCC2)C(C)=C1C(=O)OC (stereo not drawn)	-4%
Cc1ccc(S(=O)(=O)c2nc(-c3ccccc3C)oc2N(C)C)cc1	-6%
CCN1C(=O)C(Cc2nc3ccccc3c(=O)n2CC)c2cc(Br)ccc21 (stereo not drawn)	-1%
CN1OC[C@@H]2CN(C(=O)c3ccc(C#N)cc3)[C@H](c3cccc(Br)c3)C[C@@H]21	5%
COc1cccc(NC(=O)c2sc3ncnc(N(C)c4ccccc4)c3c2C)c1	15%
CNC(=O)c1ccc(CN(C)C(=O)CCc2ncc(-c3ccccc3F)o2)cc1	-8%
Cc1ccc2c(c1)C(C)(C)C1(/C=C/c3cccc(Cl)c3)NC(=O)CN21 (stereo not drawn)	-47%
C=CCn1c(C)cc(C(=O)COc2ncnc3ccc(Br)cc23)c1C	15%
NC(=O)C1CCN(C(=O)CCc2ncc(-c3ccc(F)cc3)o2)CC1	28%
COc1ccc(NC(=O)Cn2nc3n(c2=O)CCCC3)cc1	9%
COc1cc(NS(=O)(=O)c2ccc(NC(=O)c3ccc(S(=O)(=O)N4CCCC4)cc3)cc2)ncn1	-53%
Cc1ccc(-c2nc(C(=O)NCc3ccc(OC(C)C)cc3)no2)cc1	17%
O=C(Nc1ccccc1)N1Cc2[nH]cnc2C[C@H]1c1nc(-c2ccc3c(c2)OCO3)no1	69%[activator][176 µM]
COc1cccc2[nH]c(-c3ccccn3)nc12	4%
OC(c1ccccc1)c1nc(Nc2ccc(Cl)cc2F)n[nH]1 (stereo not drawn)	1%[176 µM]
CCOC(=O)C1(Cc2ccc(F)cc2F)CCCN(S(=O)(=O)c2c(C)noc2C)C1 (stereo not drawn)	35%[activator]
COC1CCOC2(CCN(C(=O)c3ccccc3F)CC2)C1 (stereo not drawn)	13%
CCOC(=O)C=C[C@H](C[C@@H]1CCNC1=O)NC(=O)[C@@H](CC(=O)[C@@H](NC(=O)c1cc(C)on1)C(C)C)Cc1ccc(F)cc1	-22%[57.4 µM]
CCCn1c(N)c(N2CCOCC2)c(=O)n(CC(=O)NCc2ccc(F)cc2)c1=O	-9%
O=C(Cc1ccc(N(Cc2ccc(F)cc2)C(=O)c2ccco2)cc1)Nc1ccc(F)cc1	5%
O=C1NCCCCCCN(S(=O)(=O)c2ccc3c(c2)CCC3)[C@H]2CCCC[C@@H]12	?
COc1cc(F)cc(-c2ncc3c(n2)OCCN(Cc2ccc(F)cc2F)C3=O)c1	?
O=C(COC(=O)c1ccc(F)c([N+](=O)[O-])c1)Nc1ccc2c(c1)OC1(CCCCC1)O2	-3%
O=C1NCc2ccccc2CC12CCN(Cc1ccncc1Cl)CC2	11%[6.33 µM]
CC(C)(CNC(=O)c1cc(-c2ccccc2)no1)N1CCOCC1	44%[activator]
COc1cccc(C(O)c2nc(C(=O)Nc3ccccc3)c(C)o2)c1 (stereo not drawn)	4%[176 µM]
Fc1cnc(N2CCCC(OCc3cccnc3)C2)nc1N1CCOCC1 (stereo not drawn)	-12%
COc1ccc(C(=O)N[C@H]2C[C@@H](c3nc(-c4ccccc4)no3)N(C)C2)cc1	-9%[176 µM]
O=C(O)C(c1c[nH]c2ccccc12)N1CCN(S(=O)(=O)c2ccccc2)CC1 (stereo not drawn)	-24%
CC(Oc1ccc(Cl)cc1)C(=O)NC(C)c1ccc2ccccc2c1 (stereo not drawn)	21%
CNC(=O)N1C[C@@H](CN(C)C)[C@H](NC(=O)c2cc(C)cc(C)c2)C1	5%
Carrying on.
SMILES	12-LOX inh
O=C(c1ccc(Br)o1)N1CCC(n2cnnc2C2CC2)CC1	23%
c1ccc(CN2CC[C@H](c3nnc(-c4ccncc4)o3)C2)cc1	7%[176 µM]
O=C(CCc1conc1-c1ccccc1F)NCc1cc(F)cc(F)c1	-6%
Cc1ccc(C)c(OCC(=O)c2ccc3c(c2)N(CCCC(=O)NCC2CCCO2)C(=O)CO3)c1 (stereo not drawn)	7%
CC(=O)c1ccc(NC(=O)N2C[C@@H]3C[C@H](C2)c2ccc(NC(=O)c4ccco4)c(=O)n2C3)cc1	62%[activator]
Cc1csc(Nc2ccc3c(n2)CN(Cc2ccccc2C)C(=O)CO3)n1	33%[activator][176 µM]
O=C(C1CCN(c2ncnc3nc[nH]c23)CC1)N1CCCCCC1	-3%
O=C1CC2(CCN(Cc3cccc4ccccc34)CC2)Oc2ccccc2N1	3%
COCCCNC(=O)N1Cc2ccccc2OC2(CCN(C(C)C)CC2)C1	9%
COc1ccc(-c2ccc3ncc(Nc4cccc(F)c4)n3n2)cn1	49%[activator][176 µM]
CN(C)C[C@@H]1CN(S(C)(=O)=O)C[C@H]1NC(=O)c1cccs1	45%[activator]
O=C1CCCCC(C(=O)NCc2cc(F)ccc2F)N1 (stereo not drawn)	2%

Grouped by structure, those above with a COOH group
SMILES	12-LOX inh
O=C(O)c1ccc(C2CCCN(C(=O)CN3CCc4ccccc4C3)C2)cc1 (stereo not drawn)	-1%
O=C(O)C(c1c[nH]c2ccccc12)N1CCN(S(=O)(=O)c2ccccc2)CC1 (stereo not drawn)	-24%

Later entries:
SMILES	12-LOX inh
CC(=O)Nc1nc(C23CC4CC(CC(C4)C2)C3)cs1	38%[activator]
CSc1nc(C)c(CCC(=O)Nc2nc(-c3ccc4c(c3)CCO4)cs2)c(C)n1	?
COc1ccc2[nH]cc(CCNc3ccnc(-c4ccoc4)n3)c2c1	?
CCn1nc(C(=O)Nc2cc(Cl)ccc2OC)c2ccccc2c1=O	3%
CN(C)C(=O)c1cccnc1-c1ccc(S(C)(=O)=O)cc1	35%[activator]
C=CC#CCCCc1ccc(OC(=O)c2ccc(C(=O)Oc3ccc(CCCC#CC=C)cc3C)cc2)c(C)c1	-10%
COCCn1c(SCC(=O)c2cc(C)n(CC(F)(F)F)c2C)nnc1-c1ccc(Cl)cc1	?
Cc1cn2nc(C(=O)N3CCC(NC(=O)c4ccc(F)c(F)c4)CC3)cc2c(=O)[nH]1	17%
N#Cc1ccc(S(=O)(=O)N2CC[C@@H]3C(=O)NCCCCCCN(Cc4ccncc4)[C@@H]3C2)cc1	11%
CC(C)NC(=O)N[C@H]1C[C@@H](C(=O)N[C@H](Cc2c[nH]c3ccccc23)C(N)=O)N(C(=O)c2cccn2C)C1	10%
COc1cc(OC)c(C2CC(=O)Oc3c2c(=O)[nH]c2ccccc32)cc1OC (stereo not drawn)	-3%
CC(c1ccccc1)C(CC(=O)O)C(=O)O (stereo not drawn)	-3%

Gathered by group: those above with a cyano group.
SMILES	12-LOX inh
CN1OC[C@@H]2CN(C(=O)c3ccc(C#N)cc3)[C@H](c3cccc(Br)c3)C[C@@H]21	5%
N#Cc1ccc(S(=O)(=O)N2CC[C@@H]3C(=O)NCCCCCCN(Cc4ccncc4)[C@@H]3C2)cc1	11%

(more compounds)
SMILES	12-LOX inh
CC(C)c1ccccc1OCC(O)Cn1cnc2c1c(=O)n(C)c(=O)n2C (stereo not drawn)	-41%
Cn1nccc1OCc1cn2c(=O)n(C)cc(-c3cccc(OC(F)(F)F)c3)c2n1	63%[activator][176 µM]
Cc1cc(=O)n(CC(=O)Nc2ccccc2F)c(-c2ccc(F)cc2)n1	51%[activator]
Cc1ccc(Nc2cc(C)nc3c(C)c(C)ccc23)c(C)c1	-23%
O=C(N[C@H]1[C@H](O)[C@H](O)C[C@@H]1c1ccc(C(F)(F)F)nc1)c1nc2ccccc2s1	?
O=c1n(-c2ccc(C(F)(F)F)cc2)nc2n1CCN(Cc1cncs1)C2	0%[6.33 µM]
COc1ccc(C(=O)NCC2Cn3cccc3C(=O)N2Cc2ccccc2)cc1 (stereo not drawn)	-7%
Cc1ccc(C(=O)Nc2ccc(-c3nccs3)cc2)c(C)c1	46%
N/C(=N\c1nc(CSc2nnnn2-c2ccccc2)cc(=O)[nH]1)Nc1ccccc1	-14%
COc1cncc(N2C[C@H]3[C@H](C2)[S+](=O)([O-])C(C)(C)C(=O)N3Cc2ccccc2)c1	?
COCC(=O)N[C@@H]1CN(Cc2cnn(C)c2C)C[C@H]1CO	63%[activator]
O=C(Cc1cccnc1)NC1CC(=O)N(Cc2cccc3ccccc23)C1 (stereo not drawn)	22%

Three records picked at random from those above:
SMILES	12-LOX inh
CC(C)c1ccccc1OCC(O)Cn1cnc2c1c(=O)n(C)c(=O)n2C (stereo not drawn)	-41%
Cc1ccc(Nc2cc(C)nc3c(C)c(C)ccc23)c(C)c1	-23%
Cn1nccc1OCc1cn2c(=O)n(C)cc(-c3cccc(OC(F)(F)F)c3)c2n1	63%[activator][176 µM]

Further entries follow.
SMILES	12-LOX inh
CC(=O)Nc1ccc(SC2CCCC2)cc1	?
CC(OC(=O)c1cccs1)C(=O)c1c[nH]c2ccccc12 (stereo not drawn)	-23%
CCCCCNC(=O)C(c1cc2ccccc2o1)n1c(=O)c(-c2ccco2)nc2ccccc21 (stereo not drawn)	40µM*
Cc1ccc2nc(-c3ccc(C)s3)cc(C(=O)NCCN3CCOCC3)c2c1	?
CCSc1nnc(-c2nn(C)c3c2CN(S(=O)(=O)c2ccc(OC)cc2)CC3)n1C	-2%
Cc1ccc2cc(C(=O)NCC3CCN(C(C)C)C3)[nH]c2c1 (stereo not drawn)	?
